# TDP-43 yeast inh: qHTS of TDP-43 Inhibitors | 1.8% of 410,000 active | TDP-43 expressing yeast growth rescue, BacTiter-Glo, 24 h | Potency, µM (titrated, usually from 46.1 µM), for inactives: top-dose growth rescue (activation), most hits filed as activators | AID 652104, 2013; also: potency is read from the fitted curve at half-maximal effect; % of control where 0% means no effect; nearly all actives have a fitted effect of over 50% in size
#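 Growth rescue of TDP-43-toxic yeast measured as ATP luminescence (BacTiter-Glo). Cells grown to mid-log in raffinose, induced in galactose at OD600=0.02, exposed to compound 24 hr at 30 deg C.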
# EPAC2 ag: qHTS for Agonist of cAMP-regulated guanine nucleotide exchange factor 4 (EPAC2): primary screen; Rap guanine nucleotide exchange factor 4 (Homo sapiens), Q8WZA2; EPAC2 activation, biochemical qHTS; response scale: 100% = 6.5 mM cAMP response; 0.079% of 360,000 active; Potency, µM (top dose mostly 154 µM), for the others: at the top dose activation, most hits filed as activators; also: potency is read from the fitted curve at half-maximal effect; nearly all actives have a fitted effect of over 50% in size
#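 Fluorescence exchange assay: 100 nM EPAC2 with 250 nM RAP1B-BODIPY-GDP and 50 uM GDP; compounds tested as a concentration-titration series (qHTS). Loss of Rap1-bound BODIPY-GDP fluorescence read at 480/540 nm; data normalized to 6.5 mM cAMP.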
# FUS suppressor: qHTS for Suppressors of FUS Proteinopathy: Primary screen using FUS-linked yeast assay; S. cerevisiae FUS-expressing, growth rescue, OD600, 24 h; AID 1347120, 2019; Potency, µM (titrated, usually from 76.6 µM), without a hit: at the top dose growth rescue (activation), most hits filed as activators; 0.24% of 390,000 active;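 also: potency is read from the fitted curve at half-maximal effect; plate controls were DMSO vehicle for no effect and reference control for full effect; nearly all actives have a fitted effect of over 55% in size; some results filed as inactive show a strong effect at the top dose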
#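 S. cerevisiae expressing FUS from galactose induction served as the toxicity model. Growth after 24hr at 30C, read as absorbance at 600 nm, indicates suppression of toxicity; compounds dosed at several concentrations.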
# DRD3 antagonist: qHTS of D3 Dopamine Receptor Antagonist: qHTS; D(3) dopamine receptor (Homo sapiens), P35462; D3R cells, DiscoveRx beta-arrestin luminescence, antagonist mode; stronger effect = lower value; max response, negative = inhibition, %; 2.5% of 360,000 active; in the data active = max response below about -50%; inconclusive = no clear call, values can overlap the other calls; also: % is scaled to controls: 0 for no effect and ±100 for the full control effect; mostly tested at two doses, the higher about 12 µM
# Target sequence (P35462 whole entry, looked up): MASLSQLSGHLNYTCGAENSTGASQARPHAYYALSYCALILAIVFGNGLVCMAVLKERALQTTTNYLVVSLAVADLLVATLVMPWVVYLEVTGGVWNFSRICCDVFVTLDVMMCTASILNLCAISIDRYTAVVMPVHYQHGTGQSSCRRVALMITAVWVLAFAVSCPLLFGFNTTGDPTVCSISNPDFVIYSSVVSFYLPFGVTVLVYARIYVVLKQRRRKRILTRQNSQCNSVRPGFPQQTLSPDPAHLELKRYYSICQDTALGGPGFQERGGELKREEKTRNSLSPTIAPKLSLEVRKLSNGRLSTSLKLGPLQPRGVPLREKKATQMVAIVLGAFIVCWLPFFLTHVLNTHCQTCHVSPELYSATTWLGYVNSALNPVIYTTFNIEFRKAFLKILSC
#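 Cells plated overnight at 1500 cells/well, then exposed to library compounds with dopamine controls for 90 minutes at 37 degrees C. DiscoveRx reagent added for 30–60 minutes at room temperature; luminescence read, quantitative HTS format.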
# Abeta rescue: qHTS for compounds that reverse cellular toxicity of Amyloid beta (A-beta) peptide in yeast: Primary Screen; 0.063% of 410,000 active; Potency, µM (doses to about 46.1 µM), for the others: at the highest dose growth rescue, most hits filed as activators; yeast expressing A-beta42, growth rescue, OD600, 48 h; response scale: 0% DMSO, 100% iron-clioquinol control; also: potency is read from the fitted curve at half-maximal effect; nearly all actives have a fitted effect of over 55% in size
#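 Yeast growth medium received pinned compounds, then yeast cells expressing toxic A-beta were added; plates incubated at 30 C for 48 hr. Growth read as absorbance at 600 nm, normalized to DMSO and equimolar FeCl3 plus clioquinol controls.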
# D3 ag: qHTS of D3 Dopamine Receptor Agonist: qHTS; D3R DiscoveRx beta-arrestin cells, luminescence, 90 min; AID 652048, 2013; max activation, %; D(3) dopamine receptor (Homo sapiens), P35462; 0.58% of 410,000 active; in the data active = max activation above about 30%; also: 0% is about no effect; mostly tested at two doses, the higher about 12 µM
#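 Agonist mode: compounds and dopamine controls were applied to plated cells for 90 min at 37 degrees C after an overnight attachment at 1500 cells/well. Luminescent read-out followed 30 - 60 minutes at room temperature with DiscoveRx detection reagent.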
# EPAC2 antagonist: qHTS for Antagonist of cAMP-regulated guanine nucleotide exchange factor 2 (EPAC2): primary screen; Rap guanine nucleotide exchange factor 4 (Homo sapiens), Q8WZA2; EPAC2 GEF exchange of Rap1B-BODIPY-GDP, fluorescence; AID 720708, 2013; 0.18% of 360,000 active; Potency, µM (series often up to 114 µM), inactives show at the highest dose activity, negative = inhibition, hits mostly inhibitors; also: potency is read from the fitted curve at half-maximal effect; % is scaled to controls: 0 for no effect and ±100 for the full control effect; nearly all actives have a fitted effect of over 45% in size; many of its hits are not listed in these tables
# aSyn yeast inh: qHTS of alpha-syn Inhibitors. Yeast expressing alpha-synuclein, growth rescue, BacTiter-Glo, 24 h. Potency, µM (top dose mostly 46.1 µM), for inactives: at the highest dose growth rescue (activation), actives largely listed as activators. 0.14% of 370,000 active; also: potency is read from the fitted curve at half-maximal effect; % of control where 0% means no effect; nearly all actives have a fitted effect of over 65% in size
#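 Readout is rescue of growth in alpha-synuclein-expressing yeast, so inhibitors of toxicity appear as activators. Growth after 24 hr at 30 deg C in galactose medium is quantified by luminescence.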
# Numbers without * were called inactive; ? = inconclusive; . = not tested or not shown; & = joins results of further samples; [ ] = another dose, or the depositor's remark. Unless noted, calls follow the shape of the dose curve; as a rule, active = well fitted curve in the direction sought with a large enough effect; inconclusive = small, poorly fitted or top-dose-only effect, or another doubt; inactive = no such curve, though single readings can be large; an effect the other way counts as inactive or inconclusive.
SMILES,TDP-43 yeast inh,EPAC2 ag,FUS suppressor,DRD3 antagonist,Abeta rescue,D3 ag,EPAC2 antagonist,aSyn yeast inh
CCC(C(=O)NC1CCCC1)n1c(C2CCCC2)nc2ccccc21 (stereo unspecified),19%,4%,-6%,15,-11%,0,-5%,4%
CC(=O)c1cc(C)ccc1OC(=O)c1cccc2nc(C)oc12,?,1%,1%,14,-4%,-5,17%,-4%
CC(C)(C)c1ccc(C(=O)OCc2c(-c3ccccc3)ncc3ccccc23)cc1,13%,16%,20%,?,-6%,0,0%,13%
C=C1CCN(C(C)C(=O)O)S(=O)(=O)c2ccccc21 (stereo unspecified),3%,3%,-26%,-12,5%,-25,12%,6%
O=C(c1ccc(Cl)c(F)c1F)N1CCCC1,15%,4%,-7%,-10,8%,-1,1%,1%
Cc1cc(NC(=O)Cn2nc(C(F)(F)F)c3c2CCCC3)no1,-13%,-1%,-26%,?,-3%,6,12%,-19%
O=C(Nc1ccc(N2CCOCC2)cc1)c1cccc(S(=O)(=O)N2CCCCCC2)c1,0%,1%,-11%,5,-6%,1,0%,0%
CC(O)(c1ccccc1)c1nc(-c2csc3ccccc23)cs1 (stereo unspecified),11%,19%,25%,6,?,-1,-14%,-22%
Fc1cccc(Cl)c1C1SCc2nc3ccccc3n21 (stereo unspecified),13µM*,12%,6%,0,-11%,-9,-20%,6%
Cc1ccc(NC(=O)COC(=O)c2cc(Cl)ccc2[N+](=O)[O-])cc1,18µM*,13%,.,-8,-9%,2,-10%,3%
CCCNC(=O)C1CCN(S(=O)(=O)c2ccc3c(c2)OCCO3)CC1,11%,2%,5%,15,-1%,7,8%,2%
O=C(CNC(=O)c1ccco1)Nc1ccncc1,0%,22%,-5%,-3,20%,1,1%,-4%
COc1ccc(NC(=O)CSc2nncs2)cc1S(=O)(=O)N1CCCCC1,15%,7%,23%,9,-1%,-6,-9%,-8%
CCn1ncc(C2=NOC(C(=O)N3CCC(C(N)=O)CC3)C2)c1C (stereo unspecified),-11%,7%,8%,13,13%,-1,-5%,4%
COc1ccc(NC(C)=O)cc1S(=O)(=O)N1CCN(C(=O)c2ccccc2F)CC1,5%,2%,-29%,13,-1%,3,0%,5%
CCC(Sc1ccccn1)C(=O)Nc1cccc([N+](=O)[O-])c1 (stereo unspecified),-23%,9%,3%,-15,-23%,-12,-24%,10%
O=C(CN1CCC(n2nnc3cc(C(F)(F)F)ccc32)CC1)NCc1cccs1,15%,0%,14%,5,7%,-1,-9%,9%
OC(c1cccnc1)c1nc(-c2cccc(F)c2)cs1 (stereo unspecified),0%,5%,-10%,15,8%,11,1%,6%
CCc1nc(N2CCN(C(=S)NCCCOC)CC2)c2c3c(sc2n1)CCCC3,?,6%,42%,19,-43%[inhibitor],-1,3%,-15%
Cc1nn2c3c(cnc2c1-c1ccc(Cl)cc1)C(=O)CC(c1ccc(C(C)C)cc1)C3 (stereo unspecified),15%,.,-1%,.,-6%,-13,.,.

# Molecules above with an aryl thioether with sulfur outside any ring (2):
SMILES,TDP-43 yeast inh,EPAC2 ag,FUS suppressor,DRD3 antagonist,Abeta rescue,D3 ag,EPAC2 antagonist,aSyn yeast inh
COc1ccc(NC(=O)CSc2nncs2)cc1S(=O)(=O)N1CCCCC1,15%,7%,23%,9,-1%,-6,-9%,-8%
CCC(Sc1ccccn1)C(=O)Nc1cccc([N+](=O)[O-])c1 (stereo unspecified),-23%,9%,3%,-15,-23%,-12,-24%,10%

# Next part
SMILES,TDP-43 yeast inh,EPAC2 ag,FUS suppressor,DRD3 antagonist,Abeta rescue,D3 ag,EPAC2 antagonist,aSyn yeast inh
C/C(=N\NC(=S)NCCc1ccccc1)c1ccc(Cl)cc1,-14%,11%,.,-2,23%,-3,-3%,-1%
Cc1nnc(NC(=O)CSc2nnc(C)n2Cc2ccccc2)s1,-1%,6%,18%,-13,0%,0,-2%,-1%
CCCSC1=N/C(=C\c2ccc3c(c2)OCO3)C(=O)S1,19%,11%,7%,13,6%,-3,-2%,8%
O=C(O)C1CC(=O)N(Cc2cccnc2)C1 (stereo unspecified),-15%,1%,2%,12,-12%,2,-12%,-11%
O=C(NC1CC1)c1nc2c(nnn2Cc2ccccc2Cl)c(=O)[nH]1,-11%,-1%,-5%,14,12%,12,7%,2%
CN(C)c1ccc(CC(=O)N2CCCCC2c2cc(C(=O)Nc3ccccc3)no2)cc1 (stereo unspecified),-9%,12%,6%,0,-11%,-1,12%,-15%
CC(=O)Nc1ccc(S(=O)(=O)Nc2cccc(-c3csc(C)n3)c2)cc1,-7%,-4%,-5%,23,4%,2,6%,1%
O=C(Nc1cccc(Cl)c1)Nc1ccnc(-c2cccnc2)n1,-12%[9.22 µM],3%,26%,17,3%,-8,-8%,-6%
COc1ccc(CNC(=O)C(=O)NCC(c2ccc3c(c2)OCO3)N2CCOCC2)cc1 (stereo unspecified),-6%,.,1%,.,-16%,-9,.,.
CN1CCN(C(=O)c2cnn3c(C(F)F)cc(C4CC4)nc23)CC1,-3%,4%,.,-22,6%,0,2%,-4%
Cc1ccc(Nc2ccccc2)cc1,-12%,0%,23%,-2,3%,-5,-3%,-8%
CCn1c(COc2ccccc2)nnc1SCC(=O)Nc1ccc(N2CCOCC2)cc1,7%,4%,2%,2,1%,2,1%,0%
Cc1cccc(Cn2cnc3c(sc4nc(C)cc(C)c43)c2=O)c1,8%,-9%,-19%,-13,-2%,5,0%,7%
CCOC(=O)CC1C(=O)NCCN1C(=S)NC(=O)c1ccccc1OC (stereo unspecified),0%,-4%,.,-25,1%,-4,-5%,0%
Cc1cc(C)cc(OCC(=O)OC(C)C(=O)Nc2ccc(Cl)cn2)c1 (stereo unspecified),-33%[inhibitor],13%,1%,-15,7%,-14,-12%,-3%
COc1ccc(NC(=O)CNC(=O)c2cccs2)cc1Cl,4%,-1%,8%,1,2%,2,0%,1%
CCC1Oc2ccccc2N(CC(=O)NCc2cccs2)C1=O (stereo unspecified),10%,5%,9%,13,5%,-6,-4%,10%
CN=C(NC1CCCCC1)c1ccc(Cl)cc1,0%,8%,.,6,6%,-7,8%,6%
CSc1nc(N)nc(SCC(=O)CC(=O)OC(C)C)c1C#N,0%,-1%,30%,2,22%,2,6%,2%
COc1ccc(-c2nnc(SCC(=O)Oc3ccc(C)cc3)o2)cc1,?,0%,-1%,-9,-86%[inhibitor],1,1%,-36%[inhibitor]
O=C(NCCOc1ccc(F)cc1)C1CCC(=O)N(CCN2CCOCC2)C1 (stereo unspecified),0%,4%,.,-14,0%,-24,2%,-7%
C/C(=N\N1CCN(c2ccc(Cl)cc2)CC1)c1cccs1,12%,5%,-5%,14,3%,2,22%,-1%
CCOC(=O)c1sc(=S)n(-c2cc(OC)ccc2OC)c1N,-6%,-2%,-27%,-18,-65%[inhibitor],0,0%,-52%[inhibitor]
O=C1NC2=C(C(=O)c3ccccc32)C(c2ccccc2)N1 (stereo unspecified),-27%,-1%,2%,-13,-8%,-4,11%,0%
COc1ccc(C(=O)Nc2ccc3c(c2)OCO3)cc1OC,-11%,5%,-1%,6,-2%,2,5%,-5%
Cn1c(SCC(=O)c2cc3ccccc3o2)nnc1-c1ccccc1,?,8%,8%,-14,6%,1,-3%,9%
O=C1CSCC(=O)N1c1ccccc1,8%,1%,-43%,-10,25%,1,-4%,5%
CC(=O)N1c2ccc(S(=O)(=O)N3CCCCCC3)cc2CC1C(=O)NCc1cccc(C)c1 (stereo unspecified),4%,.,-5%,.,-10%,0,.,.
COc1cc(NC(=O)CN2C(=O)COc3ccccc32)cc(OC)c1,.,2%,13%,15,-9%,-16,-9%,-1%
COc1ccc(-c2c(-c3cc(OC)cc(OC)c3)n(C)c3ccc(-c4ccc(SC)cc4)cc23)cc1,20%,0%,-36%,26,1%,7,-2%,4%
O=C1CS(=O)(=O)N(Cc2ccc(F)cc2)c2ccccc21,?,3%,-20%,10,2%,20,-26%,0%
Cc1ccc(-c2nc3c(c(SCC(=O)N4CCOCC4)n2)COC(C)(C)C3)cc1,25%,-6%,2%,5,2%,5,13%,1%
Cc1ccc(-c2[nH]c(-c3ccccc3)nc2SCC(=O)NCC2CCCO2)cc1 (stereo unspecified),0%&0%,-5%,-8%&43%,-5,-13%&-3%,-21&-9,5%,3%

# Limited to DRD3 antagonist and Abeta rescue, for some of the entries so far:
molecule	DRD3 antagonist	Abeta rescue
COc1cc(NC(=O)CN2C(=O)COc3ccccc32)cc(OC)c1	15	-9%
COc1ccc(-c2c(-c3cc(OC)cc(OC)c3)n(C)c3ccc(-c4ccc(SC)cc4)cc23)cc1	26	1%
O=C1CS(=O)(=O)N(Cc2ccc(F)cc2)c2ccccc21	10	2%

# Entries of single compounds, quoted from the list.
# CCOC(=O)c1sc(=S)n(-c2cc(OC)ccc2OC)c1N is listed as TDP-43 yeast inh: -6%; EPAC2 ag: -2%; FUS suppressor: -27%; DRD3 antagonist: -18; Abeta rescue: -65%[inhibitor]; D3 ag: 0; EPAC2 antagonist: 0%; aSyn yeast inh: -52%[inhibitor]
# CC(=O)N1c2ccc(S(=O)(=O)N3CCCCCC3)cc2CC1C(=O)NCc1cccc(C)c1 (stereo unspecified) is listed as TDP-43 yeast inh: 4%; EPAC2 ag: .; FUS suppressor: -5%; DRD3 antagonist: .; Abeta rescue: -10%; D3 ag: 0; EPAC2 antagonist: .; aSyn yeast inh: .

# Screens deposited in PubChem BioAssay by National Center for Advancing Translational Sciences (NCATS).

# Not all compounds are listed; the hit share may differ from the screen's.
